PGK inhibitor: T. brucei PGK inhibition | actives 0.043% (n = 380,000) | Potency, µM (top dose mostly 57.5 µM), inactives show at the highest dose activity change, negative = inhibition, hits mostly inhibitors | PGK/GAPDH coupled, Kinase-Glo luminescence, 60 min | AID 602233 | P07378; note: % is set by controls: 0 for no effect and ±100 for the full control effect; nearly all actives have a fitted effect of over 60% in size
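Recombinant glycosomal PGK reaction used 1,3-bisphosphoglycerate generated in-well by GAPDH (100nM final) in 100mM TEA pH 7.6, 5mM MgCl2, 0.01% Tween-20. After 60 minutes at room temperature, ATP was read by Kinase-Glo Plus luminescence end-point.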
ERG-DNA inh: blocks human ERG Ets domain binding to DNA; P11308; fluorescence polarization, His-ERG Ets domain / labelled DNA; Potency, µM (doses to about 76.9 µM), for inactives: top-dose FP activity, negative = inhibition, hits mostly inhibitors; actives 0.028% (n = 370,000); active = well fitted inhibition curve with a large enough effect in the polarisation, with a control signal flat; inconclusive = small, poorly fitted or top-dose-only effect, or effect the other way, or a change in a side signal; inactive = no such curve, though single readings can be large or run the other way; the % refers to the polarisation;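 note: polarization taken with two DNA probes labelled with fluorescein and Texas red; % of control where 0% means no effect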
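His-tagged ERG Ets domain (1 uM in the protein solution; 300mM KCl, 50mM Tris-HCl, 1mM EDTA, 1mM DTT, pH 7.5) received compound, then a probe mix of 5 nM fluorescein-DNA and 100nM Texas-615-DNA. Fluorescence polarization was read for both dyes.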
ALOX12 inh: ALOX12 (human) lipoxygenase inhibition. Potency, µM (doses to about 108 µM), for the others: at the top dose activity change, negative = inhibition, hits mostly inhibitors. P18054. purified 12hLO, xylenol orange hydroperoxide absorbance. actives 1.1% (n = 580,000); note: % is set by controls: 0 for no effect and ±100 for the full control effect
Target sequence (P18054 whole entry, looked up): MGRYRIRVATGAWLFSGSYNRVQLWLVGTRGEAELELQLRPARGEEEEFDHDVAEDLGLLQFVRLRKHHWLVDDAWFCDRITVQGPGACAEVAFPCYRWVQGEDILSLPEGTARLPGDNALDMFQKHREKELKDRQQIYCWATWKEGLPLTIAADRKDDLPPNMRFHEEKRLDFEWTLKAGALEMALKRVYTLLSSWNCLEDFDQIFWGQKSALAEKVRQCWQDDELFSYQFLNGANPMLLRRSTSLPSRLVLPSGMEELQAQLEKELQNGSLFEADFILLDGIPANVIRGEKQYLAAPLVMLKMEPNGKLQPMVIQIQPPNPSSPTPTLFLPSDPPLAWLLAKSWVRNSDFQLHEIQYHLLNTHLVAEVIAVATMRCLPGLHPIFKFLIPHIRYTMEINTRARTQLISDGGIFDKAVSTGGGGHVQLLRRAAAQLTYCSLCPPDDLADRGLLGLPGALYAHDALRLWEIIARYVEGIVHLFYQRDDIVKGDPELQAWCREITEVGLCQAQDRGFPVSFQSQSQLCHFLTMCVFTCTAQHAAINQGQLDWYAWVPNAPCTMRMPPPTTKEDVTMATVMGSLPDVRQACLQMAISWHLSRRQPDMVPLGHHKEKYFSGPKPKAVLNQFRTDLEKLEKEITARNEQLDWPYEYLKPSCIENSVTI
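Purified human 12hLO at 150 nM in 25 mM Hepes, 0.01% Triton X-100, pH 7.0, preincubated 15 min at room temperature with compound. Reaction started with 40 uM arachidonic acid, 30 min at room temperature. Hydroperoxide measured by Fe-xylenol orange, 573/405 nm absorbance ratio.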
JMJD2A Tudor: inhibitors of human JMJD2A Tudor domain. O75164. AlphaScreen JMJD2A-Tudor / H3K4me3 peptide binding. Potency, µM (top dose mostly 114 µM), for inactives: top-dose activity change, negative = inhibition, usual class: inhibitors. actives 4.4% (n = 390,000). AID 504339; note: % is set by controls: 0 for no effect and ±100 for the full control effect; nearly all actives have a fitted effect of over 50% in size
GLS inhibitor: inhibitors of human glutaminase (GLS); O94925; GLS enzymatic activity, qHTS titration; actives 0.21% (n = 410,000); Potency, µM (series often up to 45.5 µM), inactives show at the highest dose activity change, negative = inhibition, actives largely listed as inhibitors; note: % is set by controls: 0 for no effect and ±100 for the full control effect
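Compounds were pin-transferred onto hKGA, after which L-glutamine (1 mM solution) and a detection mix of glutamate oxidase, HRP and Amplex Red were added. Initial and 30 min RT fluorescence reads were collected.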
RGS4 inh: inhibitors of human regulator of G protein signaling 4 | P49798 | Transcreener GDP fluorescence polarization, RGS4-accelerated GTP hydrolysis | Potency, µM (series often up to 114 µM), inactives show top-dose activity change, negative = inhibition, usual class: inhibitors | actives 0.039% (n = 390,000) | AID 504845; note: % is set by controls: 0 for no effect and ±100 for the full control effect; nearly all actives have a fitted effect of over 75% in size; some results filed as inactive show a strong effect at the top dose
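MLSMR compounds (23 nl, pin-transferred) preincubated 10 min at room temperature with a 500nM (2x) first reagent, then RGS4 at 900nM (2x) plus Transcreener GDP mix added; fluorescence polarization (620/688 nm) read before and after 90 min at 30 °C.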
rTrxR1 inhibitor: rat TrxR1 inhibition. AID 588453. O89049. actives 1% (n = 390,000). Potency, µM (titrated, usually from 114 µM), for the others: top-dose activity change, negative = inhibition, actives largely listed as inhibitors. recombinant rTrxR1, NADPH fluorescence consumption, selenite substrate; note: % is set by controls: 0 for no effect and ±100 for the full control effect; nearly all actives have a fitted effect of over 65% in size
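Rat TrxR1 (90 nM in the dispensed reagent) was pre-reduced with 400 uM NADPH for 5 min at room temperature, then incubated with compound for 15 min. After 400 uM selenite was added, NADPH fluorescence (Ex 340/Em 450 nm) was followed for 8 min.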
Pin1 inh: blocks the human prolyl isomerase Pin1. Q13526. AID 504891. actives 0.009% (n = 390,000). Pin1 FP peptide displacement, HiFluor488, 10 min. Potency, µM (series often up to 115 µM), for inactives: at the highest dose activity, negative = inhibition, hits mostly inhibitors; active = well fitted inhibition curve with a large enough effect in the polarisation, with a control signal flat, not every such curve was filed as active; inconclusive = small, poorly fitted or top-dose-only effect, or effect the other way, or a change in a side signal; inactive = no such curve, though single readings can be large or run the other way; the % refers to the polarisation; note: % is set by controls: 0 for no effect and ±100 for the full control effect
Target sequence (Q13526 whole entry, looked up): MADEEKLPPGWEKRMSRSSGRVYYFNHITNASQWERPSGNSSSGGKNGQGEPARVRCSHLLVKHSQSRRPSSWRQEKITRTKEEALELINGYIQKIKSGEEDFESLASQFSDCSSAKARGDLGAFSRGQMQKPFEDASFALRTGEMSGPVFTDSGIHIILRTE
HP1b chromo inh: inhibitors of HP1-beta chromodomain binding to methylated histone tails; Potency, µM (series often up to 114 µM), for the others: at the top dose activity change, negative = inhibition, hits mostly inhibitors; actives 0.56% (n = 390,000); AID 540317; AlphaScreen HP1-beta / biotin-H3K9me3 peptide binding; P83916; note: nearly all actives have a fitted effect of over 70% in size; inactives centre near 23
Target sequence (P83916 whole entry, looked up): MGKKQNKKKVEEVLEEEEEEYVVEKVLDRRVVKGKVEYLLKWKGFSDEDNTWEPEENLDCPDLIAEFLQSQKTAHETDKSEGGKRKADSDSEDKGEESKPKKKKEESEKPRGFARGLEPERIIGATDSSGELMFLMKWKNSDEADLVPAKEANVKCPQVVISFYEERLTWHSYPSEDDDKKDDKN
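AlphaScreen: HP1-beta (50 nM) preformed 30 min with biotin-H3(1-18)K9me3 peptide (50 nM) in PBS pH 7.4, 0.01% Tween-20. Compound added for 30 min at RT, then streptavidin donor/nickel chelate acceptor beads (10 ug/mL) for 30 min.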
The depositor's hits bear a star; i = inactive; ? = inconclusive; nt = not tested or not shown; [ ] = dose if it differs, or a comment. Unless noted, calls come from the whole dose curve; as a rule, active = well fitted curve in the direction sought with a large enough effect; inconclusive = small, poorly fitted or top-dose-only effect, or another doubt; inactive = no such curve, though single readings can be large; an effect the other way counts as inactive or inconclusive. Potency is the fitted concentration of half-maximal effect.

item	mol	PGK inhibitor	ERG-DNA inh	ALOX12 inh	JMJD2A Tudor	GLS inhibitor	RGS4 inh	rTrxR1 inhibitor	Pin1 inh	HP1b chromo inh
1	Cc1ccc(S(=O)(=O)NCc2ccc(C(=O)NC3CCC(C)CC3)cc2)cc1 (stereo unspecified)	-8%	4%	7%	-13%	3%	-1%	20%	4%	24%
2	NS(=O)(=O)c1ccc(CCNC(=O)c2ccc([N+](=O)[O-])cc2[N+](=O)[O-])cc1	-6%	-1%	-13%	-10%	-33%	2%	35%[activator][57.1 µM]	0%	15%
3	CCOC(=O)N1CCN(C(=O)COC(=O)C2CCN(S(=O)(=O)c3c(C)c(C)cc(C)c3C)CC2)CC1	0%	-7%	-35%	-26%	4%	-7%	2%	2%	3%
4	CC(C)N=c1c([N+](=O)[O-])nn(C)n1O	-1%	6%	27%	-7%	1%	24%	-16%	-2%	42%[activator]
5	O=c1[nH]c2sc3c(c2c2nncn12)CCCC3	-5%	2%	-16%	-10%	7%	23%	7%	-2%	28%
6	CC(C)(C)NC(=O)C1CCN(c2ccc(S(=O)(=O)N3CCOCC3)cc2Cl)CC1	0%	1%	1%	1%	-4%	12%	0%[57.1 µM]	-1%	21%
7	CCOc1c(Br)cc(CNC2CCCCCCC2)cc1OC	i	7%	-16%	-16%	0%	-3%	24%	2%	17%
8	COc1ccc(-c2nc(C)c(CCNC(=O)c3cc(OC)c(OC)c(OC)c3)s2)cc1OC	0%	0%	0%	-16%	0%	-2%	22%[57.1 µM]	-1%	10%[57 µM]
9	CCCNc1c(NS(=O)(=O)c2ccc(C(C)(C)C)cc2)c(=O)oc2ccccc12	1%	-8%	-6%	-3%	12%	-8%	13%	?	23%
10	CC1CCCCN1CCNc1nc(=S)[nH]c2ccccc12 (stereo unspecified)	0%	-5%	8%	?	25%	5%	-1%[57.1 µM]	2%	5%
11	Cn1c2ccccc2c(=O)c2ccc(NCCc3cccs3)cc21	-7%	-1%	-15%	15%	2%	-29%	3%	18%	58%[activator]
12	N#CC1=C(N)SC(N)=C(C#N)C1C1CC=CCC1 (stereo unspecified)	2%	1%	?	-31%	-15%	-26%	?	37%[activator]	17%
13	Cc1ccc(NC(=O)c2ccccn2)c(Br)c1	-4%	51%[activator]	-22%	-14%	-2%	-13%[56.9 µM]	32%	-8%	32%
14	O=C(CSc1nc2ccccc2c(=O)n1Cc1ccc(Cl)cc1)NCc1cccs1	-6%	-3%	3%	-11%	-6%	-2%	33%	-3%	18%
15	CCOc1ccc(-c2cc(-c3nc(-c4cc(OC)c(OC)c(OC)c4)no3)[nH]n2)cc1	0%	0%	-17%	-7%	-2%	-8%	12%[57.1 µM]	-5%	56%[activator]
16	Cc1ccc(-n2cc3c(=O)n(C)c(=O)n(C)c3c2)cc1C	-3%	-11%	-17%	-9%	4%	0%	-22%	1%	33%
17	CCN1CCN(c2ccc(S(=O)(=O)N3CCOCC3)cc2NC(=O)CC(NC(C)=O)c2ccccc2)CC1 (stereo unspecified)	-10%	2%	i	-12%	3%	15%	23%	-4%	26%
18	COc1ccc(C2=NN(C(=O)CN3CCCC3)C(c3ccc(OC)cc3)C2)cc1 (stereo unspecified)	3%	-1%	0%	-18%	-15%	11%	24%[57.1 µM]	3%	9%
19	O=C1CCN(Cc2ccccc2)C=C1c1ccc2ccccc2c1	-8%	-4%	-6%	45µM*	9%	?	11%	2%	-17%
20	COc1ccc(CNC(=O)C2COc3ccccc3O2)c(OC)c1 (stereo unspecified)	-7%	7%	13%	-21%	-1%	5%	37%[activator]	-4%	31%

The list goes on:
item	mol	PGK inhibitor	ERG-DNA inh	ALOX12 inh	JMJD2A Tudor	GLS inhibitor	RGS4 inh	rTrxR1 inhibitor	Pin1 inh	HP1b chromo inh
21	CCN(Cc1cc2cc(C)ccc2[nH]c1=O)S(=O)(=O)c1ccccc1	-1%	0%	-12%	-13%	4%	37%	15%[57.1 µM]	4%	14%
22	O=S(=O)(Cc1ccccc1)NCc1ccccn1	15%	-3%	?	3.5µM*	10%	13%	-5%	-2%	8%
23	Nc1[nH]ncc1S(=O)(=O)c1ccccc1	-8%	-1%	0%	?	-22%	-21%[56.9 µM]	19%	-18%	7%
24	COc1ccc(CN2CCNC(=O)C2CC(=O)N(C)CC2CCOCC2)cc1OC (stereo unspecified)	2%	3%	8%	-4%	-1%	13%	32%	-3%	32%
25	Cc1ccc(/C=C2/SC(=Nc3ccc(F)cc3)NC2=O)s1	-4%	5%	?	?	2%	-24%[56.9 µM]	12%	?	20%
26	Cc1ccccc1C(=O)Nc1ccccc1C(=O)OCc1cc(=O)n2ccsc2n1	i	1%	-27%	-16%	-1%	4%	10%[57.1 µM]	-1%	33%
27	Cc1ccc(NC(=O)Cn2nnc(C(=O)NCCc3ccccc3)c2N)cc1	i	8%	?	-29%	-8%	-17%	25%	?	24%
28	Cc1ccccc1CNC(=O)c1ccc2c(c1)c(C)c(C)n2C	-6%	-3%	-11%	?	4%	-10%	7%[57.1 µM]	1%	-20%
29	CCCCOc1ccc(/C(O)=C2/C(=O)C(=O)N(CCCOC)C2c2ccncc2)cc1 (stereo unspecified)	3%	-4%	?	-12%	7%	17%	-17%	0%	5%
30	COc1ccc2[nH]c(=O)c(CN(C(=O)c3cccnc3)c3ccccc3)cc2c1	i	3%	17%	1%	-3%	-28%	-5%	7%	19%
31	C/C=C/C(=O)N1c2ccccc2C(C)=CC1(C)C	i	-2%	-6%	2%	-13%	11%	25%[57.1 µM]	-6%	59%[activator]
32	Cn1c(S(=O)(=O)c2ccc([N+](=O)[O-])cc2)nc(Br)c1Br	i	-7%	12%	?	9%	-14%	-51%	0%	-5%
33	COc1cccc(CC(=O)Nc2nc3c(s2)C(=O)CC(C)(C)C3)c1	-9%	-1%	3%	-4%	-2%	-11%	13%	?	21%
34	COc1cccc(-c2nnc(Nc3nc4c(F)cccc4s3)o2)c1	i	nt	7%	-27%	0%	-14%	32%	29%	9%
35	CCOc1ccc(C(=O)N2CCC3(CC2)NCCc2[nH]cnc23)cc1	-3%	10%	-7%	-11%	5%	12%[11.4 µM]	-4%	-2%	26%
36	O=C(c1ccc(Cn2c(=O)[nH]c3ccccc3c2=O)cc1)N1CCN(c2ccccn2)CC1	i	3%	5%	-14%	-14%	1%	-6%	2%	38%
37	Cc1cc(C)c(Cn2c3ccccc3c3cnn(CC(=O)NC4CCC(C)CC4)c(=O)c32)c(C)c1 (stereo unspecified)	3%	2%	2%	-16%	1%	-13%	8%	11%	23%
38	NC(N)=NC(N)=Nc1ccc2ccccc2c1	nt	0%	10%	-20%	0%	10%	-1%	2%	36%
39	O=C(CCCn1c(=O)[nH]c2ccccc2c1=O)Nc1ccc(F)cc1	1%	-3%	0%	-2%	-18%	-45%	3%[57.1 µM]	-1%	40%[activator]
40	CC(C)[C@H](NC(=O)[C@@H]1Cc2ccccc2CN1)C(=O)Nc1ccc2c(c1)OCO2	10%	2%	-10%	-24%	7%	4%	15%	-2%	17%
41	CCOc1ccc(NC(=O)C/C(C)=N/NC(=O)c2cnccn2)cc1	-6%	0%	6%	-1%	1%	2%	-14%	0%	33%

Six entries from above, sorted by their value in Pin1 inh, smallest number first:
item	mol	PGK inhibitor	ERG-DNA inh	ALOX12 inh	JMJD2A Tudor	GLS inhibitor	RGS4 inh	rTrxR1 inhibitor	Pin1 inh	HP1b chromo inh
24	COc1ccc(CN2CCNC(=O)C2CC(=O)N(C)CC2CCOCC2)cc1OC (stereo unspecified)	2%	3%	8%	-4%	-1%	13%	32%	-3%	32%
22	O=S(=O)(Cc1ccccc1)NCc1ccccn1	15%	-3%	?	3.5µM*	10%	13%	-5%	-2%	8%
26	Cc1ccccc1C(=O)Nc1ccccc1C(=O)OCc1cc(=O)n2ccsc2n1	i	1%	-27%	-16%	-1%	4%	10%[57.1 µM]	-1%	33%
29	CCCCOc1ccc(/C(O)=C2/C(=O)C(=O)N(CCCOC)C2c2ccncc2)cc1 (stereo unspecified)	3%	-4%	?	-12%	7%	17%	-17%	0%	5%
28	Cc1ccccc1CNC(=O)c1ccc2c(c1)c(C)c(C)n2C	-6%	-3%	-11%	?	4%	-10%	7%[57.1 µM]	1%	-20%
37	Cc1cc(C)c(Cn2c3ccccc3c3cnn(CC(=O)NC4CCC(C)CC4)c(=O)c32)c(C)c1 (stereo unspecified)	3%	2%	2%	-16%	1%	-13%	8%	11%	23%

Screening data as filed in PubChem BioAssay.

Some of the compounds tested; rates above refer to the full screens.
